ABCB6 inh MLPCN = blocks the human ABCB6 transporter; K562-ABCB6 porphyrin accumulation, flow cytometry, 1 h; stronger effect = lower value; fluorescence ratio to DMSO, % at 10 µM; 0.19% of 360,000 active;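 active = fluorescence ratio to DMSO below 75%, the collection mean minus 3 SD; inconclusive = too few cells collected in the well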;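 also: signal is porphyrin accumulated inside mitochondria; 100% equals median channel fluorescence of DMSO control wells; lower ratio means ABCB6 inhibition with less porphyrin fluorescence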
Cardio protect = protects H9c2 cardiomyocytes from peroxide injury; 0.63% of 360,000 active; protection from H2O2 cell death, % at 20 µM; H2O2 injury protection, ATPLite, 2 h;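 active = compounds giving at least 50% protection of heart cells from peroxide-induced death in the single-dose screen, raw or plate-pattern-corrected value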;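 also: 0% = DMSO wells with peroxide and 100% = DMSO wells without peroxide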
Vif inh = blocks HIV Vif function. HEK293T cells, Vif self-association by quenched fluorescence, imaging, 24 h. 0.35% of 340,000 active. inhibition, % at 7.49 µM; in the data active = inhibition above about 50%, passing the limit was not always enough; inconclusive = no clear call, values can overlap the other calls; inactive = below about 31%; also: some results filed as inactive read as strong as hits
aDG glyco act = alpha-DG glycosylation activation; Pro5-aDG cells, alpha-DG glycosylation AlphaScreen (IIH6); 0% Pro5, 100% B10-LARGE cell signal; activation, % at 10 µM; 0.22% of 360,000 active; AID 624168;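 active = activation of at least 8% versus controls, or a plate z-score of at least 8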;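 also: Pro5 are CHO cells carrying HIG-tagged alpha-DG that lacks glycosylation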
PDI inh = blocks human protein disulfide isomerase activity; PDI insulin aggregation turbidity, A650, 90 min; AID 588391; inhibition, % at 10 µM; 0.052% of 350,000 active;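 active = mean inhibition across replicates of 30% or more, whatever share of single replicates reach that level; inconclusive = mean inhibition below 30% while every single replicate reaches 30%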;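 also: absorbance from insulin aggregation driven by PDI reduction with DTT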
Target sequence (P07237 whole entry, looked up): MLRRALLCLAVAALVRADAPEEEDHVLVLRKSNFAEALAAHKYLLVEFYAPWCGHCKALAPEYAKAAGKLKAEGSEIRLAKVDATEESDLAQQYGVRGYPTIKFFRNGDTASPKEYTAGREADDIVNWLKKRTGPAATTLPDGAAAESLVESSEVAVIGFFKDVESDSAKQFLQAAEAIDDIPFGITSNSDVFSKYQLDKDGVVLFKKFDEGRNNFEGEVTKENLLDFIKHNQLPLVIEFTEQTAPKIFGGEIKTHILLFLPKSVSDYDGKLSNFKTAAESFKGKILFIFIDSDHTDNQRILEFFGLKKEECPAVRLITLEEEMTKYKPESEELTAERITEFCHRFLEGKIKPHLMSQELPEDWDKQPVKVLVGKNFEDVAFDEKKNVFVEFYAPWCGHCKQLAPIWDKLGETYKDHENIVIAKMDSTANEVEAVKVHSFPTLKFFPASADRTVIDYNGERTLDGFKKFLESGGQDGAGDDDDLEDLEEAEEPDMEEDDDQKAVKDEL
MC4R ag barr = human MC4R agonism via beta-arrestin | U2OS MC4R beta-arrestin complementation, luminescence; percent of melanotan II response, DMSO zero | activation, % at 8.9 µM | 0.98% of 360,000 active;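 active = activation above a per-plate cutoff, the mean activation of sample wells on that plate plus 3 SD, cut at about 8% in these data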
m5-HT2A agonist = activates the mouse 5-HT2A serotonin receptor; P35363; CHO-K1 mHTR2A beta-arrestin complementation, luminescence; percent of 30 µM serotonin response; activation, % at 7.6 µM; 0.66% of 360,000 active; AID 624169;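 active = activation above a run cutoff, the mean activation of all tested compounds plus 3 SD, cut at about 14% in these data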;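 also: 0% = plate median of compound wells and 100% = 30 µM serotonin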
Target sequence (P35363 whole entry, looked up): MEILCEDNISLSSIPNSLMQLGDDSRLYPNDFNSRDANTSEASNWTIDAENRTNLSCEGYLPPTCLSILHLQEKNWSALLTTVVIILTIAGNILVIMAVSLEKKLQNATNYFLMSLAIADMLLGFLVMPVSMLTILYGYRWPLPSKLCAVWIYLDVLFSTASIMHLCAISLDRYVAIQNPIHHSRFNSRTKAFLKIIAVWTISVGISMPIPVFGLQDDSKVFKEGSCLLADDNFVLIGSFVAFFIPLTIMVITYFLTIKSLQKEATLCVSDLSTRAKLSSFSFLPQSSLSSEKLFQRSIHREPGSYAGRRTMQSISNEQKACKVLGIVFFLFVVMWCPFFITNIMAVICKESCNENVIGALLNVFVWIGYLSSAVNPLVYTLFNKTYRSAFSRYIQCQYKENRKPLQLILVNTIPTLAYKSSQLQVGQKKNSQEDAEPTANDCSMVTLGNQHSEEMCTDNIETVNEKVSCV
Glyco luc inh = N-linked glycosylation inhibition. reporter increase, % at 12.5 µM. 0.23% of 360,000 active. D54 ERlucT glycosylation luciferase reporter, 24 h; percent of 100 nM tunicamycin response;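 active = mean luciferase reporter signal, scaled so untreated is 0 and the glycosylation-blocking control 100, at or above a set limit in every replicate; inconclusive = mean reaches the limit but not every replicate does; inactive = mean below the limit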;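 also: luciferase carries N-glycosylation sites so blocking glycosylation raises the light; 0% = median of neutral control wells and 100% = median of 100 nM tunicamycin wells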
CaV13 FRET inh = Primary screen for inhibitors of IQ motif and Ca2+-dependent inactivation inhibitor domain binding in CACNA1D, Förster resonance energy transfer in living cells, … | inhibition, % at 12.3 µM | AID 743397 | 0.098% of 340,000 active | HEK cells, CFP/YFP FRET ICDI-IQ, plate reader, 10 min; percent FRET-ratio fall versus neutral wells;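 active = mean replicate inhibition of at least 30% and at least 1% of replicates passing that level; inconclusive = only one of the two criteria is met; inactive = neither criterion is met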;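 also: 0% = median of the neutral control wells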
MC4R antag cAMP = blocks human MC4R cAMP signaling; P32245; MC4R-expressing cells, MTII-stimulated cAMP, LANCE TR-FRET; inhibition, % at 6.5 µM; 0.48% of 360,000 active; AID 540295;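 active = inhibition above its plate's cutoff, the mean of tested wells on that plate plus 3 SD, cut at about 29% in these data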;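 also: 0% = Melanotan II alone and 100% = Melanotan II plus saturating MCL0020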
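Assay system: U2OS-MC4R stable cell line; Also added: Melanotan II; Technique: Eu-cAMP/anti-cAMP TR-FRET, emission 671 nm; Times: 30-min compound, 1-h challenge, 1-h detection, room temperature.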
Numbers without * were called inactive; u = inconclusive; x = no result given.

Values run as follows: m5-HT2A agonist, aDG glyco act, Vif inh, Cardio protect, MC4R ag barr, ABCB6 inh MLPCN, Glyco luc inh, PDI inh, MC4R antag cAMP, CaV13 FRET inh
> COc1ccccc1N1CCN(C(=O)COc2cc(C)cc(C)c2)CC1
  -1, -0.2, -1, 0, 0.4, 95, -1, 3, 2, 0
> CC(=O)Nc1ccc(C(=O)OCC(=O)NC(=O)NC(C)(C)C)cc1
  0, -0.3, -3, 2, 1.2, 89, 3, -4, 3, -4
> CC(=O)N1CCN(c2nnc(-c3ccccc3)c3ccccc23)CC1
  -4, 0.0, -8, 2, -0.7, 95, -2, -7, 5, -19
> CC(C)(C)Nc1c(N)c(=O)oc2ccccc12
  3, -0.2, -1, 0, -0.1, 100, -3, -6, -1, -7
> Cc1ccc(C(=O)COC(=O)C(C)N2C(=O)C3C4C=CC(C4)C3C2=O)cc1 (stereo unspecified)
  -1, -0.3, 14, -3, -2.3, 103, -2, 8, 1, -5
> CCOC(=O)c1cnn(-c2cc(Oc3ccccc3)ncn2)c1N
  0, -0.1, 0, -17, -0.2, 92, 1, -13, 4, -5
> CCC1=C2CC[C@H]3C(=O)N(c4ccccc4)C(=O)[C@H]3[C@H]2[C@@]2(C)C(=NCc3ccccc3)OC(=O)N2C1=O
  13, -0.2, -4, 1, -0.5, 97, -3, -2, 11, -11
> O=[N+]([O-])c1ccc2c(c1)-c1ccccc1C2O (stereo unspecified)
  -4, 0.2, 3, -8, -0.5, 96, 3, -11, -2, -7
> Cc1ccc(C23CC4CC(CC(C(=O)NC(C(=O)O)C(C)C)(C4)C2)C3)cc1 (stereo unspecified)
  4, 0.1, -7, -2, -0.9, 93, 2, 2, 4, -9
> COCCNC(=O)C1(C)CCN(Cc2noc(-c3c(C)noc3C)n2)C1 (stereo unspecified)
  0, -0.3, x, -2, -3.9, 94, 1, 2, 2, x

(list continues)
Values run as follows: m5-HT2A agonist, aDG glyco act, Vif inh, Cardio protect, MC4R ag barr, ABCB6 inh MLPCN, Glyco luc inh, PDI inh, MC4R antag cAMP, CaV13 FRET inh
> CCCC1NC(=S)NC(C)=C1C(C)=O (stereo unspecified)
  0, 0.0, 6, 1, 1.8, 103, 0, 1, 21, 0
> Cc1cccc(OCC(=O)N(Cc2ccco2)C2CCS(=O)(=O)C2)c1C (stereo unspecified)
  -3, -0.1, 8, 8, 0.1, 105, 1, x, 6, -6
> Cc1c(C(=O)Nc2ccc(-c3nnc4n3CCCCC4)cc2)oc2c1ccc1ccccc12
  -2, 0.7, -12, 52*, 11*, 96, 10, -10, 13, -3
> CCOc1cc(/C=N/n2c(COc3ccccc3)n[nH]c2=S)ccc1O
  4, 0.0, 4, -11, -2.1, 96, 1, -13, 18, -21
> C[C@@H]1O[C@H](CCc2cccc(Cl)c2)CC2=C1C(=O)OC(C)(C)O2
  -7, -0.2, x, x, x, 102, x, x, x, -5
> CC(=O)N[C@@H](Cc1c[nH]c2ccccc12)C(=O)OCc1ccc(C#N)cc1
  8, -0.1, -11, 1, -1.5, 95, 2, -4, -1, -4
> O=C1COC(c2ccccc2)C2CCCCN12 (stereo unspecified)
  2, 0.2, 11, -2, -1.1, 95, 1, -22, 1, -5
> CCN1CCN(c2ccc(NC(=O)c3ccc(Br)o3)cc2)CC1
  0, 0.1, 7, 5, -2.6, 96, -2, -3, -6, -6
> Cn1c(N)c(C(=O)COC(=O)CCCc2nc3ccccc3s2)c(=O)n(C)c1=O
  3, -0.3, -8, 0, -0.9, 103, 2, 5, 9, 4
> O=C1NC(=O)c2cc([N+](=O)[O-])cc3cccc1c23
  -2, 0.1, -12, 55*, -0.6, 106, 14, -4, -2, -10

Additional compounds:
Values run as follows: m5-HT2A agonist, aDG glyco act, Vif inh, Cardio protect, MC4R ag barr, ABCB6 inh MLPCN, Glyco luc inh, PDI inh, MC4R antag cAMP, CaV13 FRET inh
> Cn1cc(S(=O)(=O)N2CCN(c3cccc(C(F)(F)F)c3)CC2)c(=O)n(C)c1=O
  13, -0.3, -2, 5, 0.4, 103, 3, x, 1, -5
> COCCCNC(=O)c1nc2ccccc2c(=O)n1NC(=O)Nc1c(Cl)cccc1Cl
  -4, 0.0, 3, 6, -0.9, 95, 3, -1, -1, -3
> COC(=O)C1=C(C)NC(C)=C(C(=O)OC)C1C(=O)OCC(=O)c1ccc(F)cc1
  0, -0.1, 6, 5, -3.9, 96, 2, 2, -1, -2
> Cc1nc2ccc(NC(=O)c3cc(Cl)ccn3)cc2s1
  4, 0.1, 1, -12, 1.1, 102, -12, 0, 15, -3
> CCCc1nnc(SCC(=O)N2CCCCC2C)n1CC (stereo unspecified)
  2, -0.1, 10, 5, -1.0, 94, 1, 0, -5, -3
> CC1CCCCC1NC(=O)c1cc(Cl)nc2ccccc12 (stereo unspecified)
  5, 0.1, -1, -2, -0.1, 103, 1, -12, 2, 3
> CCOC(=O)Cc1c(C)nc2cc(-c3ccc(C(C)(C)C)cc3)[nH]n2c1=O
  -4, 0.1, 13, -6, 5.4, 97, 0, -5, 11, -4
> CC(/C=C/c1cccc([N+](=O)[O-])c1)=N\NC(=O)c1ccncc1
  -4, 0.1, 3, 33, -1.7, 99, 4, 11, -6, -4
> CCOc1ccc(S(=O)(=O)Nc2cccc(C(=O)N3CCN(c4cccc(OC)c4)CC3)c2)cc1
  3, 0.0, -2, -6, -1.1, 126, -2, 10, -4, -5
> Cc1ccc(C2=NN(S(C)(=O)=O)C(c3ccc4c(c3)OCO4)C2)cc1 (stereo unspecified)
  4, 0.0, x, -9, -0.6, 128, -11, 0, 6, -6

Additional compounds follow:
Values run as follows: m5-HT2A agonist, aDG glyco act, Vif inh, Cardio protect, MC4R ag barr, ABCB6 inh MLPCN, Glyco luc inh, PDI inh, MC4R antag cAMP, CaV13 FRET inh
> Nc1ccn(-c2ccc(Cl)cc2)c(=O)c1
  1, 0.0, -1, 6, 2.1, 101, 0, -7, 0, -4
> Cc1ccccc1NC(=O)CSc1ccncc1
  -4, 0.0, x, 14, -0.9, 97, 0, 1, 8, -6
> COC(=O)c1nn(-c2ccccc2)c(Cl)c1/C=N/OC(=O)c1ccc(Cl)c(Cl)c1
  1, 1.6, 23, 4, -0.2, 100, 1, 6, -6, x
> O=C(COc1ccc(S(=O)(=O)NC2CCCCC2)cc1)NCCC1=CCCCC1
  -2, 0.4, -14, -21, 0.5, 97, -5, -9, 4, -5
> O=C(COC(=O)C1CCC(=O)N1)Nc1ccccc1OC(F)F (stereo unspecified)
  -1, 0.1, -1, 8, -1.1, 96, 1, 11, 1, -9
> Cc1oc(-c2ccccc2F)nc1CSCC(=O)NC1CC1
  1, 0.3, -5, 1, 0.1, 104, 1, 2, 4, -2
> Cc1ccc(-n2nnnc2SC(C)C(=O)NCC(=O)Nc2ccc(F)c(F)c2F)c(C)c1 (stereo unspecified)
  2, 0.8, -3, -12, -0.7, 95, -1, -3, -2, -6
> CCOC(=O)N1CCN(C(=O)COC(=O)CSc2cc(C)c(Br)cc2C)CC1
  -1, -0.1, u, 3, -1.1, 95, 1, -6, 9, -5
> Oc1ccc(N=Nc2ccccc2C(F)(F)F)c2cccnc12
  0, -0.4, -2, 7, -3.9, 95, -13, -6, -1, -4
> COC(=O)C(Cc1ccc(O)cc1)NC(=O)CCc1nc2ccccc2s1 (stereo unspecified)
  -4, -0.1, -4, -2, 1.1, 95, 2, 11, 13, -3

Additional entries:
Values run as follows: m5-HT2A agonist, aDG glyco act, Vif inh, Cardio protect, MC4R ag barr, ABCB6 inh MLPCN, Glyco luc inh, PDI inh, MC4R antag cAMP, CaV13 FRET inh
> O=C(NC1CCCc2ccccc21)c1cccc(S(=O)(=O)N2CCOCC2)c1 (stereo unspecified)
  0, -0.2, -22, -8, -0.4, 93, -1, -5, 9, -6
> Cc1n[nH]c(=O)nc1NCC1CCCO1 (stereo unspecified)
  -3, 0.1, 10, 0, -1.4, 103, 2, 18, 2, -5
> COC(=O)c1oc2ccccc2c1NC(=O)c1ccccc1O
  4, -0.2, -2, -11, 0.3, 88, 0, 13, 1, -1
> CCOC(=O)c1ccccc1NC(=O)CC1SC(=NC)N(C)C1=O (stereo unspecified)
  3, 0.1, 11, 11, 0.7, 93, 0, 10, 12, x
> O=S(=O)(O)c1cc(O)c2cc(Nc3ccccc3)ccc2c1
  2, -0.2, 2, 0, -0.2, 101, 0, -1, 13, -9
> COC(=O)c1sccc1-n1cc(C#N)c(=O)n(C)c1=O
  -2, -0.1, 27, 1, -1.1, 99, -1, 2, 4, -13
> O=C(COc1ccccc1)NCC(=O)N/N=C/c1ccco1
  9, -0.2, -1, 8, 1.8, 83, 0, 0, 2, -5
> Cc1ccc(CCNC(=O)CSCc2ccc(F)cc2)cc1
  -1, -0.2, x, 3, -1.6, 102, -1, -6, 1, -4
> Cc1ccccc1NS(=O)(=O)c1ccc(Cl)cc1
  -3, 1.2, 20, -2, -1.1, 107, -1, 8, 0, 1
> Cn1c(CCC(=O)Nc2ccc(N3CCOCC3)cc2)nc(=O)c2ccccc21
  1, -0.3, x, 0, -1.9, 99, 2, 1, -3, -6

Other entries follow:
Values run as follows: m5-HT2A agonist, aDG glyco act, Vif inh, Cardio protect, MC4R ag barr, ABCB6 inh MLPCN, Glyco luc inh, PDI inh, MC4R antag cAMP, CaV13 FRET inh
> O=C(NCCC1=CCCCC1)C(=O)NCC1OCCCN1S(=O)(=O)c1ccc(F)cc1 (stereo unspecified)
  -3, 0.0, -6, 2, -0.9, 89, -3, -3, 0, 0
> CC(=O)Nc1cccc(-c2ccnc3c2CC(C(=O)NCCN(C)C)O3)c1 (stereo unspecified)
  -3, -0.2, 1, 4, -1.0, 99, 0, -3, 1, -6
> Cc1ccc(NS(=O)(=O)N2CCCCC2)cc1
  0, 0.5, -6, -1, 2.7, 102, -2, -6, 14, -9
> Cc1c(Cl)cccc1N(CC(=O)O)S(C)(=O)=O
  -2, 0.1, x, 4, -2.5, 89, 1, 8, -1, -4
> COc1ccc(Br)cc1CN(C)C(=O)c1ccc2c(c1)NC(=O)C(C)S2 (stereo unspecified)
  -4, 0.1, -3, 0, -0.7, 102, 3, 0, -22, -3
> O=C(N/N=C\c1ccc(F)cc1)c1ccc(F)cc1
  2, -0.4, 10, -12, -1.9, 98, -1, 0, -1, -2
> Cc1cc(C(=O)Nc2cccc3ccccc23)c(C)o1
  3, 0.1, 23, 2, 0.0, 91, -1, -10, 4, -5

Screening results as filed in PubChem BioAssay.
